14-3-3 Bad inh: inhibitors of 14-3-3 zeta/Bad binding, primary screen, biochemical, TR-FRET, bovine 14-3-3 zeta; 14-3-3 protein zeta/delta (Bos taurus), P63103; hit rate 0.71% among 220,000; TR-FRET 14-3-3zeta/Dy647-pBad peptide displacement, 1 h; inhibition, % at 21.7 µM;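 active = inhibition above about 70%, limit read from the data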;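 note: 0% = full 14-3-3 plus peptide FRET controls and 100% = background without 14-3-3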
KLK5 inh: human KLK5 protease inhibitors, primary screen, biochemical, 1536-well; Kallikrein-5 (Homo sapiens), Q9Y337; recombinant hK5, fluorogenic AMC substrate cleavage; inhibition, % at 5 µM; hit rate 0.59% among 210,000; AID 873, 2007;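 active = inhibition of 40% or more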;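 note: 0% = enzyme controls without compound and 100% = no-enzyme blanks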
Target sequence (Q9Y337 67-293 limits assumed): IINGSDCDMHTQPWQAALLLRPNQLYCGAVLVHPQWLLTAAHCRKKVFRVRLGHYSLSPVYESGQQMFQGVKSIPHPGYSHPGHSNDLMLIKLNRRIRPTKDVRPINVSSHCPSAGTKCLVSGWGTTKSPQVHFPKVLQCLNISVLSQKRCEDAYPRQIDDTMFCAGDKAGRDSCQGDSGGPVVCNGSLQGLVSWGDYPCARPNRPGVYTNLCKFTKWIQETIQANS
Furin inh: human furin inhibitors, primary screen, biochemical, fluorescence intensity | purified furin, fluorogenic substrate cleavage | inhibition, % at 30 µM | hit rate 0.061% among 220,000 | AID 463115, 2010; in the data active = inhibition above about 25%; note: inactives centre near -15
thrombin 1536: human alpha-thrombin inhibitors, primary screen, counter-screen for coagulation protease inhibitor project, biochemical, 1536-well, fluorogenic AMC substrate | inhibition, % at 5 µM | hit rate 0.26% among 220,000 | AID 1046, 2008 | Boc-VPR-AMC fluorogenic substrate cleavage | Prothrombin (Homo sapiens), P00734;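 active = inhibition at or above 40%; inactive = inhibition below 40%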;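 note: 0% = enzyme with no compound and 100% = wells without enzyme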
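Assay system: human alpha-thrombin enzyme. Reagent: Boc-VPR-AMC substrate, 15 µM final. Compound dosing: one concentration per compound, 5 µM, with 0.2% DMSO. Incubation: room-temperature reaction. Technique: AMC fluorescence, 355/460 nm. Measure: % inhibition relative to enzyme controls and enzyme-free blanks.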
Rad51 HR inh: human RAD51 strand exchange inhibitors, primary screen, biochemical, fluorescence; DNA repair protein RAD51 homolog 1 (Homo sapiens), Q06609; hRad51 DNA strand exchange, fluorescence dequenching; inhibition, % at 10 µM; hit rate 0.085% among 200,000;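 active = inhibition above 40% at the single screening dose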;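 note: 0% = DMSO control wells and 100% = blanks with heterologous ssDNA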
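Material: hRad51 filaments on single-stranded DNA; Reagent: Donor/quencher-labelled 47-bp dsDNA substrate; Compound: 10 µM final, single point; Schedule: 37 °C 15-min filament assembly, 30-min compound preincubation, 15-min exchange; Technique: FRET fluorescence, excitation 485 nm, emission 520 nm; Benchmarks: control wells and blank wells on each plate.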
EBV gp42 inh: Epstein-Barr virus gp42 inhibitors, primary screen, biochemical, uHTS, fluorescence polarization. Glycoprotein 42 (Epstein-Barr virus (strain AG876)), Q1HVG2. Fluorescence polarization binding assay, mP read-out. inhibition, % (tested at 21.74 µM). hit rate 0.42% among 220,000. AID 1085, 2008; in the data active = inhibition above about 50%
Target sequence (Q1HVG2 whole entry, looked up): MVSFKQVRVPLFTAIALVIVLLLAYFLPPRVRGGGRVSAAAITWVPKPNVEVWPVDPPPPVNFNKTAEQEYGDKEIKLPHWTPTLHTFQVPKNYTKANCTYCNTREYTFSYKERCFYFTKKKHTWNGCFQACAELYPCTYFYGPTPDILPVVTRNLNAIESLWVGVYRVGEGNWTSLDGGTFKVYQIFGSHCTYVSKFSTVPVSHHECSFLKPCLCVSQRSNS
Cl transport mod: KCC2 cotransporter modulators, thallium flux, primary screen, cell-based, HEK293 KCC2, FluoZin-2 fluorescence, MLSMR; KCC2 cells, thallium flux FluoZin-2 fluorescence; B-score of Tl+ flux slope (higher = more flux/activation; lower = inhibition) at 10 µM; Solute carrier family 12 member 5 (Homo sapiens), Q9H2X9; hit rate 2.2% among 190,000; AID 1456, 2008;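 active = thallium flux slope and its plate-corrected score both differing from the plate sample mean at a set confidence after two filtering rounds, in either direction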;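 note: slope of fluorescence scaled to starting intensity during 10 to 20 s after thallium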
p47phox inh: p47phox/p22phox peptide binding inhibitors, primary screen, biochemical, uHTS, NADPH oxidase regulatory subunit. Neutrophil cytosol factor 1 (Homo sapiens), P14598. fluorescence polarization, 2 h. inhibition, % at 24.7 µM. hit rate 0.53% among 220,000. AID 1274, 2008;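 note: 0% = p47phox with labelled peptide and 100% = labelled peptide alone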
Target sequence (P14598 whole entry, looked up): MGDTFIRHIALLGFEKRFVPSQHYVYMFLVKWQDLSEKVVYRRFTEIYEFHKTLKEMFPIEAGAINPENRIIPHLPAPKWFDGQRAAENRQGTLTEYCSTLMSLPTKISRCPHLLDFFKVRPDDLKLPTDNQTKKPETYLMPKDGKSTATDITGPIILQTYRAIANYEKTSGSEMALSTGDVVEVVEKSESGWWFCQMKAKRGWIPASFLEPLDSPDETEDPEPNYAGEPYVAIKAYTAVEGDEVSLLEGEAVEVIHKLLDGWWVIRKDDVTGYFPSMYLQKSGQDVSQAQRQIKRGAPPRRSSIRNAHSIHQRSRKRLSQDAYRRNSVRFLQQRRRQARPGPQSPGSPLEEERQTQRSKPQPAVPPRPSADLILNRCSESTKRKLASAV
eIF4E 4G PPI: eIF4E–eIF4G protein interaction inhibitors, primary screen, biochemical, uHTS, TR-FRET, eIF4GI fragment | Eukaryotic translation initiation factor 4E (Mus musculus) + Eukaryotic translation … | TR-FRET eIF4E-eIF4GI(517-606) binding, 2 h | inhibition, % at 21.7 µM | hit rate 0.37% among 220,000 | AID 782, 2007;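 note: 0% = full FRET control wells and 100% = background wells lacking eIF4GI fragment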
Active calls of the source: *; / = not tested or not shown; [ ] = dose if it differs, or a comment.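 Rule for the calls, unless noted: active = inhibition above about 30% (limit read from the data); inactive = the rest.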

1. N#C/C(=C\Nc1ccc2cn[nH]c2c1)c1nc(-c2ccccc2)cs1
2. O=CN1CCN(C(=O)c2ccccc2Cl)CC1
3. O=C(NCc1cc(C(F)(F)F)cc(C(F)(F)F)c1)C1CC(c2cccc([N+](=O)[O-])c2)=NO1 (stereo not drawn)
4. Cn1nnnc1SCCNCc1cccc2ccccc12
5. CCOC(=O)C1CCCc2c1[nH]c1c(C(=O)O)cccc21 (stereo not drawn)
6. C=CCNc1nc(Nc2ccccc2F)nc(OCC)n1
7. Clc1cccc(Nc2nc(-c3ccncc3)nc3ccccc23)c1
8. C#CCOCCOCCOCCNc1nc(N2CCN(C(=O)[C@H](Cc3cc4ccccc4[nH]3)n3cc([C@@H](N)C(C)CC)nn3)CC2)nc(N2CCN(C(=O)[C@H](CCCCN)n3cc([C@@H](N)CO)nn3)CC2)n1 (stereo partly drawn)

assay / compound	1	2	3	4	5	6	7	8
14-3-3 Bad inh	85.7*	0.1	6.1	11.4[fluorescence artefact?]	-10.8	-9.5	31.4	10.3
KLK5 inh	-0.6	-20.1	-4.8	-19.6	-7.0	-27.8	1.0	1.9
Furin inh	-32.3	-22.5[20 µM]	0.4[20 µM]	-22.0	-12.5	-19.0	-10.1	-17.0
thrombin 1536	-11.9	1.5	1.3	-0.3	-3.8	1.3	-5.8	0.5
Rad51 HR inh	-56.3	/	-1.6	-1.8	-1.3	-2.6	-3.7	/
EBV gp42 inh	-28.8	-3.4	-8.3	-6.5	4.0	-6.5	-4.3	-11.5
Cl transport mod	0.0397	1.59	0.297	/	/	-1.71	0.326	-0.461
p47phox inh	-53.8	-8.3	-5.3	-7.6	-7.2	-16.8	-5.8	28.1
eIF4E 4G PPI	15.6	-7.4	-5.1	-0.6[fluorescence artefact?]	-12.4	0.0	-0.5	2.0

9. O=C1COc2ccccc2N1Cc1ccccc1Cl
10. Nc1ccnn1Cc1ccc(Br)s1
11. CCN(CC(=O)NCc1cccs1)C(=O)c1cc(S(=O)(=O)N2CCOCC2)ccc1C
12. CCOC(=O)C1CN(S(=O)(=O)c2ccc(C)cc2)CCN1S(=O)(=O)c1ccc(C)cc1 (stereo not drawn)
13. CCOC(=O)c1nnc(-c2ccccc2)nc1Sc1c(Cl)cccc1Cl
14. COc1ccc(C(=O)CCN2CCN(c3ccccc3F)CC2)cc1
15. CCCOc1ccc(N2CC(C(=O)Nc3ccccn3)CC2=O)cc1 (stereo not drawn)
16. COc1cc(S(=O)(=O)Nc2ccc(C)cc2)ccc1NC(=O)c1ccncc1

assay / compound	9	10	11	12	13	14	15	16
14-3-3 Bad inh	-1.4	18.7	14.5	6.0	-8.0	-0.1	-1.1	-4.1[fluorescence artefact?]
KLK5 inh	-11.5	2.7	-7.3	12.0	-7.2	-9.7	5.9	0.7
Furin inh	-12.7	-15.3	-16.6[20 µM]	-7.5[20 µM]	-18.9[20 µM]	-20.0	-22.8	-17.2
thrombin 1536	2.6	2.7	3.4	-0.2	-3.9	-1.6	1.3	-2.9
Rad51 HR inh	-4.6	6.2	-2.4	-0.8	1.5	18.9	4.3	-0.8
EBV gp42 inh	-11.5	-37.4	-19.7	-6.9	6.5	-5.0	-13.1	7.5
Cl transport mod	-0.489	-0.342	-0.635	/	0.979	-1.27	-0.111	-0.071
p47phox inh	-19.4	-7.1	-11.1	-3.1	-10.2	-2.6	0.0	-12.5
eIF4E 4G PPI	6.0	1.7	-3.1	6.8	1.5	-1.0	5.4[fluorescence artefact?]	-0.9

17. Cc1cc(Cl)ccc1NC(=S)N1CCN(Cc2ccc3c(c2)OCO3)CC1
18. Cc1cc(N/N=C/c2ccccc2[N+](=O)[O-])nc(-n2nc(C)cc2C)n1
19. C/C(=N\n1c(C)cc(C)c(C#N)c1=O)c1cccs1
20. CCOC(=O)C1CCCN(C(=O)c2cn(CC)c3ccc(S(=O)(=O)N(C)C)cc3c2=O)C1 (stereo not drawn)
21. C/C(=N\NS(=O)(=O)c1ccc(C)cc1)c1ccc(C)s1
22. O=C(O)/C=C/c1coc2ccccc2c1=O
23. O=c1[nH][nH]c(-c2ccccc2)c1C=Nc1ccc(C(F)(F)F)cc1
24. Cc1ccc(NS(=O)(=O)c2cccc(C(=O)OCC(=O)NCc3ccco3)c2)cc1

assay / compound	17	18	19	20	21	22	23	24
14-3-3 Bad inh	-1.1[fluorescence artefact?]	-8.6	-7.5	5.3	-2.4	-0.6	-5.2	-14.0
KLK5 inh	-9.9	-15.8	5.0	-15.7	5.2	-19.3	-2.0	31.5
Furin inh	-0.1	-6.0	-9.2[20 µM]	-8.9	-24.4[20 µM]	-4.5	-11.6	-7.1
thrombin 1536	-7.0	-0.7	-2.7	-2.6	4.0	-2.0	-7.9	6.0
Rad51 HR inh	2.8	10.6	-1.1	-0.5	-9.4	/	-2.0	-4.5
EBV gp42 inh	7.9	-7.4	-10.8	-0.5	-15.1	0.1	-11.2	5.6
Cl transport mod	-0.116	/	-0.432	-0.357	0.502	0.462	0.391	-0.856
p47phox inh	2.9	-17.8	-20.6	-4.6	-3.5	-13.9	-27.3	-17.6
eIF4E 4G PPI	-3.2	-1.1	-4.4	6.0	13.5	-4.7	0.1	-0.8

Later entries:
entry | canonical_smiles | 14-3-3 Bad inh | KLK5 inh | Furin inh | thrombin 1536 | Rad51 HR inh | EBV gp42 inh | Cl transport mod | p47phox inh | eIF4E 4G PPI
25 | CC(C)CC(NC(=O)c1ccc(Cl)cc1Cl)C(=O)O (stereo not drawn) | -6.8 | 11.5 | -8.2[20 µM] | 8.0 | -2.8 | -4.5 | / | -0.5 | 3.4[fluorescence artefact?]
26 | C/C(=N\NC(=O)c1ccc(CSc2nncn2C)cc1)c1ccc2ccccc2c1 | -0.2 | -6.6 | -10.8 | -3.9 | 11.3 | 6.6 | 2.06 | 11.2 | -0.3[fluorescence artefact?]
27 | COc1cc(C(=O)NCCOc2ccccc2C)c(Br)c(OC)c1OC | -14.6 | -2.1 | -1.6 | 2.8 | / | -9.7 | -2.69 | -12.7 | 0.1[fluorescence artefact?]
28 | CC1(C)CC(=O)C2=C(C1)N(c1ccc(F)cc1)C(N)=C(C#N)C2c1cccs1 (stereo not drawn) | -13.1 | 13.1 | -24.3[20 µM] | 0.0 | -11.2 | -11.8 | -0.505 | -28.7 | -4.5
29 | N#Cc1cc2c(nc1SCc1cccnc1)CCC2 | 2.2 | -10.7 | -27.9 | 1.1 | 5.4 | -9.0 | -0.784 | -2.9 | 4.5
30 | CC(=O)c1ccc2c(c1)OCCOCCOCCOCCO2 | -4.5 | -2.8 | -18.1 | -14.1 | 7.7 | -0.3 | 0.305 | -6.0 | -3.0
31 | CCSc1nnc(NC(=O)c2nn(C(C)C)c(=O)c3ccccc23)s1 | 7.0 | -2.3 | -6.4[20 µM] | -2.9 | 0.4 | 2.8 | / | -13.7 | 6.2[fluorescence artefact?]
32 | O=C(NCc1cccs1)C1CCC(CNS(=O)(=O)c2ccccc2)CC1 (stereo not drawn) | 9.1 | 0.0 | -20.1 | -13.3 | 10.0 | -7.5 | -0.643 | -7.2 | -4.1
33 | CCn1cc(C(=O)NCc2ccccc2)c(=O)c2cc(F)c(N3CCN(C(=O)c4ccco4)CC3)cc21 | -11.0 | -44.1 | -5.4[20 µM] | -6.6 | 5.4 | -3.9 | -1.26 | -11.9 | -10.5
34 | Cc1nc(C(=O)NNC(=O)c2cccc(Cl)c2)c(C(F)(F)F)o1 | -7.3 | 7.9 | -11.3 | -4.2 | -5.6 | 4.1 | 11.3* | 5.0 | 1.6
35 | Cc1cccc(N(C(=O)CCC(=O)Nc2cc(C)on2)C(C(=O)NC2CCCC2)c2ccc(C)o2)c1 (stereo not drawn) | -9.4 | 3.3 | -2.9 | -8.2 | -12.1 | -5.2 | 0.484 | -5.9 | 1.5
36 | COc1ccc(-c2cn(-c3ccc(Br)cc3)c3[n+]2CCS3)cc1 | 7.1[fluorescence artefact?] | -11.7 | -24.5 | -2.3 | 11.4 | -9.8 | 0.0492 | -3.3 | -0.2
37 | Clc1ccc(-c2nnc(SCc3nc(-c4ccccc4)no3)o2)cc1 | -2.0 | -24.5 | -17.6 | -5.3 | 2.1 | -2.2 | / | -11.4 | 3.7
38 | COCCNC(=O)c1ccccc1NS(=O)(=O)c1ccc(C)c([N+](=O)[O-])c1 | 6.8 | -14.4 | 7.3 | 3.2 | -6.3 | 7.5 | 1.55 | -5.7 | 1.0[fluorescence artefact?]
39 | COC(=O)c1ccc(C(=O)Nc2nnc(-c3cccnc3)o2)cc1 | -4.2 | -9.3 | -22.7 | -5.8 | 2.3 | -23.9 | 1.16 | -13.3 | 2.8

2 of the compounds above, as labelled records.
27) COc1cc(C(=O)NCCOc2ccccc2C)c(Br)c(OC)c1OC
  14-3-3 Bad inh: -14.6
  KLK5 inh: -2.1
  Furin inh: -1.6
  thrombin 1536: 2.8
  Rad51 HR inh: /
  EBV gp42 inh: -9.7
  Cl transport mod: -2.69
  p47phox inh: -12.7
  eIF4E 4G PPI: 0.1[fluorescence artefact?]

28) CC1(C)CC(=O)C2=C(C1)N(c1ccc(F)cc1)C(N)=C(C#N)C2c1cccs1 (stereo not drawn)
  14-3-3 Bad inh: -13.1
  KLK5 inh: 13.1
  Furin inh: -24.3[20 µM]
  thrombin 1536: 0.0
  Rad51 HR inh: -11.2
  EBV gp42 inh: -11.8
  Cl transport mod: -0.505
  p47phox inh: -28.7
  eIF4E 4G PPI: -4.5

Following part:
entry | canonical_smiles | 14-3-3 Bad inh | KLK5 inh | Furin inh | thrombin 1536 | Rad51 HR inh | EBV gp42 inh | Cl transport mod | p47phox inh | eIF4E 4G PPI
40 | CCOCCCNC(=O)C(c1ccc(C)cc1)N(Cc1cccs1)C(=O)c1ccccc1O (stereo not drawn) | -4.7 | / | -21.4 | -0.7 | / | 7.9 | 0.0232 | -5.2 | 0.9
41 | Cc1ccc(-c2nn(-c3ccccc3)cc2C2SCC(=O)N2Cc2ccccc2)o1 (stereo not drawn) | 11.1 | -3.4 | -17.9 | -10.0 | 7.8 | -24.1 | -0.412 | -5.8 | -7.7
42 | Cc1ccn2cc(-c3cccc(NC(=O)C(C)C)c3)nc2c1 | -3.2 | -4.7 | -16.4 | 6.5 | 10.6 | -11.3 | 0.703 | -5.8 | 2.3
43 | CC1CCN(C(=O)CCc2ccc(Oc3cc([N+](=O)[O-])cc([N+](=O)[O-])c3)cc2)CC1 | -1.9[fluorescence artefact?] | 1.8 | -16.7 | -3.4 | 0.4 | -6.9 | -0.623 | -9.0 | 2.6
44 | COc1ccccc1OCc1nc2ccccc2s1 | 8.2 | 13.8 | -15.9[20 µM] | 2.2 | 0.4 | 10.2 | -1.36 | -11.5 | -4.3
